High-throughput results as filed in PubChem BioAssay.
A-T KAP1 phos = qHTS Assay for Identifying a Potential Treatment of Ataxia-Telangiectasia. […] A-T fibroblasts, KAP-1 phosphorylation AlphaLISA; neocarzinostatin DNA damage 30 min before lysis. Potency, µM (doses to about 57.5 µM), for the others: at the top dose activation, most hits filed as activators. 0.19% of 320,000 active; also: potency is read from the fitted curve at half-maximal effect; % of control where 0% means no effect; nearly all actives have a fitted effect of over 45% in size
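hTERT-immortalized A-T patient fibroblasts ([…]), 500 cells/well in OPTI-MEM, 1% FBS, got compounds for 60 min, then NCS for 30 min at 37C. Lysates were then assayed for phospho-KAP-1 by AlphaLISA (anti-pKAP1 donor, anti-KAP1 acceptor beads), 6 hr at 25C.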
B2AR arrestin = qHTS assay of beta-arrestin-biased ligands of beta2-adrenergic receptor; Beta-2 adrenergic receptor (Homo sapiens), P07550; beta-arrestin recruitment to beta2AR, cell-based reporter; Potency, µM (top dose mostly 46.1 µM), for inactives: at the highest dose activation, hits mostly activators; 0.02% of 330,000 active;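 also: potency is read from the fitted curve at half-maximal effect; 0% = DMSO controls and full agonism = EC100 isoproterenol or metaproterenol; nearly all actives have a fitted effect of over 65% in size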
TCR act = Activators of T cell receptors: qHTS campaign. AID 504894, 2011. primary human leukocytes, anti-CD3, IL-2 HTRF, 48 h. Potency, µM (doses to about 9.22 µM), for the others: at the top dose activation of IL-2 secretion, most hits filed as activators. 330,000 tested, under 10 active; also: % of control where 0% means no effect
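48 hr co-incubation of compounds, a-CD3 beads and primary human leukocytes; IL-2 quantified homogeneously by HTRF with anti-IL-2 K and d2 conjugates.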
CXXC DNA block = qHTS Fluorescence Polarization Assay for Inhibitors of MLL CXXC domain - DNA interaction; MLL-CXXC / FITC-HOXA9 DNA fluorescence polarization; Potency, µM (doses to about 115 µM), for the others: at the highest dose activity change, negative = inhibition, most hits filed as inhibitors; 0.037% of 290,000 active; active = well fitted inhibition curve with a large enough effect in the polarisation, with a control signal flat, not every such curve was filed as active; inconclusive = small, poorly fitted or top-dose-only effect, or effect the other way, or a change in a side signal; inactive = no such curve, though single readings can be large or run the other way; the % refers to the polarisation; also: potency is read from the fitted curve at half-maximal effect
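Purified MLL-CXXC (added from a 7 uM solution) was preincubated 5 min at ambient with pinned compounds in 50 mM Tris-HCl pH 7.5, 50 mM NaCl, 1 mM DTT, 0.05% BSA. Fluorescein-labeled HOX-A9 DNA (50 nM solution) followed, 30 min, then polarization read.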
TRPV1 agonist = HTS Assay for Compounds that Act as Agonists of the Vanilloid Receptor 1; Transient receptor potential cation channel subfamily V member 1 (Homo sapiens), Q8NER1; TRPV1-expressing cells, Fluo-8 calcium influx, agonist mode; activation, % at 8.33 µM; 0.19% of 320,000 active; in the data active = activation above about 80%; inconclusive = between about 30% and that limit; also: 0% is about no effect
Target sequence (Q8NER1 whole entry, looked up): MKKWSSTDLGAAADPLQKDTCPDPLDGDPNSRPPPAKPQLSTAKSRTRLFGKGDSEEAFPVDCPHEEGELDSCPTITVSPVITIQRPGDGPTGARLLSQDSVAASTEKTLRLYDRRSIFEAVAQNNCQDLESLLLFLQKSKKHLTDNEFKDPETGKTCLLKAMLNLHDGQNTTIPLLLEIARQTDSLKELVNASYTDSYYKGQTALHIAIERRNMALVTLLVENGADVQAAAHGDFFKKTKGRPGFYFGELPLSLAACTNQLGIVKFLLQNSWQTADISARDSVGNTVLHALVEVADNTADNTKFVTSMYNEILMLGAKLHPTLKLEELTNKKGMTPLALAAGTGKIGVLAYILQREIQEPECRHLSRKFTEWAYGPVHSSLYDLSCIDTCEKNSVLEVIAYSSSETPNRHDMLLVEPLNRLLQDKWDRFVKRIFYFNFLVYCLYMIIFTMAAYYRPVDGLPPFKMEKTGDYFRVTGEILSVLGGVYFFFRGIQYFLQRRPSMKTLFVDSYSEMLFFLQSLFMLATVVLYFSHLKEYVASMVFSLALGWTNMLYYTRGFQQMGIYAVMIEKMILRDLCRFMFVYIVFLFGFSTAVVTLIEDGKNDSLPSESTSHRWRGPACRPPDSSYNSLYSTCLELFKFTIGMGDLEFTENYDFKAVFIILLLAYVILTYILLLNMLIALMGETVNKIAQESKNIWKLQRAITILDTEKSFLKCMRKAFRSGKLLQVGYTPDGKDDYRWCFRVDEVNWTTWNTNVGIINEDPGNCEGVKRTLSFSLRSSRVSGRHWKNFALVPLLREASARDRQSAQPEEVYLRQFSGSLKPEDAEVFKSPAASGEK
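Cells expressing TRPV1 were dye-loaded with Fluo-8 and read kinetically: 10 s baseline, 3 min after compound (agonist portion), then 2 min after EC20 capsaicin (allosteric enhancer portion). Calcium-bound dye fluorescence at 480/520 nm.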
a7 integrin act = qHTS for Activators of Integrin-Mediated Alleviation for Muscular Dystrophy. alpha7betagal myoblasts, beta-gal FDG fluorescence, 48 h. AID 624291, 2012. 0.064% of 350,000 active. Potency, µM (top dose mostly 38.3 µM), for inactives: at the top dose activation, actives largely listed as activators;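 also: potency is read from the fitted curve at half-maximal effect; 100% = response of the positive control SU9516; nearly all actives have a fitted effect of over 60% in size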
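alpha7betagal+/- myoblasts (passage 13, 250/well) treated 48 h at 37C with compounds at 1:260 dilution of DMSO stock. Lysed, then beta-galactosidase activity read as FDG fluorescence (ex 480/em 540) after 30 min, with pre-read for autofluorescence.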
BRCA1 expr act = qHTS Assay to Identify Small Molecule Activators of BRCA1 Expression | MCF7-BRCA1-FFLuc reporter, luminescence, 48 h; response scale: scaled: vehicle 0%, 10 µM genistein 100% | Potency, µM (doses to about 46.1 µM), for the others: top-dose activation, actives largely listed as activators | 1.1% of 380,000 active | AID 624202, 2012; also: potency is read from the fitted curve at half-maximal effect; nearly all actives have a fitted effect of over 80% in size; some results filed as inactive show a strong effect at the top dose
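MCF7-BRCA1-FFLuc, 2000 cells/well; 2 h attach, 37 °C/5% CO2; compound 48 h; luciferase substrate 15 min; luminescence end-point. Norm. to genistein 10 microM max activation and DMSO; concentration-response curves fitted.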
TSG101-PTAP inh = qHTS Assay for Iinhibitors of HIV-1 Budding by Blocking the Interaction of PTAP/TSG101; 340,000 tested, under 10 active; Tumor susceptibility gene 101 protein (Homo sapiens), Q99816; Potency, µM (top dose mostly 115 µM), for inactives: top-dose activity change, negative = inhibition, most hits filed as inhibitors; Fluorescence polarization, FITC-PTAP peptide / Tsg101 binding; active = well fitted inhibition curve with a large enough effect in the main read-out, with a control signal flat, not every such curve was filed as active; inconclusive = small, poorly fitted or top-dose-only effect, or effect the other way, or a change in a side signal; inactive = no such curve, though single readings can be large or run the other way; also: potency is read from the fitted curve at half-maximal effect; % of control where 0% means no effect
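Fluorescence polarization binding of Tsg101 binding domain (10 uM final) to FITC-labeled PTAP peptide (50 nM final) in HEPES pH 7.5 buffer with NaCl, Tween 20, EDTA, TCEP. Compounds added before peptide; binding 20 min at RT.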
ELG1 repair inh = qHTS screen for small molecules that inhibit ELG1-dependent DNA repair in human embryonic kidney (HEK293T) cells expressing luciferase-tagged ELG1; Potency, µM (doses to about 46.1 µM), without a hit: at the highest dose activity change, negative = inhibition, hits mostly inhibitors; 2.3% of 330,000 active; HEK293T ELG1-luciferase reporter, luminescence, 16 h; DNA damage induced by 5-fluorouridine; also: potency is read from the fitted curve at half-maximal effect; % is scaled to controls: 0 for no effect and ±100 for the full control effect; nearly all actives have a fitted effect of over 55% in size
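Cells (2,000 per well) received 5-fluorouridine plus test compound or DMSO and were incubated 16 hr at 37 °C, 5% CO2. Luciferase activity was read by luminescence 30 min after ONE-Glo addition; signal suppression marked inhibition of damage-induced ELG1 function.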
p53 reactivation = qHTS assay for re-activators of p53 using a Luc reporter; H1299 p53-A138V BP100-luciferase reporter, luminescence, 24 h; 0.063% of 320,000 active; Potency, µM (series often up to 92.2 µM), without a hit: top-dose activity change, positive = activation, most hits filed as activators; also: potency is read from the fitted curve at half-maximal effect; % of control where 0% means no effect; nearly all actives have a fitted effect of over 45% in size
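H1299 (p53-null), stable ts p53-A138V + BP100-Luc; 1000 cells/well, Opti-MEM/10% FBS; cpd 4 pt, 1:5; 24 h, 37 deg C, 5% CO2; detection reagent 10 min RT; luminescence.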
An asterisk follows results filed as active; ? = inconclusive; . = no result given; [ ] = another dose, or the depositor's remark. Unless noted, calls follow the shape of the dose curve; as a rule, active = well fitted curve in the direction sought with a large enough effect; inconclusive = small, poorly fitted or top-dose-only effect, or another doubt; inactive = no such curve, though single readings can be large; an effect the other way counts as inactive or inconclusive. Rows were taken by chance (roughly 3.8% active in at least one column).

SMILES	A-T KAP1 phos	B2AR arrestin	TCR act	CXXC DNA block	TRPV1 agonist	a7 integrin act	BRCA1 expr act	TSG101-PTAP inh	ELG1 repair inh	p53 reactivation
N#CC1=C(Nc2ccccc2)SC=C(c2ccc(Br)cc2)N=C1N1CCOCC1	-1%	-0.5%	2%	0%	-2	-22%	-54%	-2%	12%	8%
c1ccc(COc2ccccc2CNC23CC4CC(CC(C4)C2)C3)cc1	1%	-0.6%	1%	9%	12	-67%[inhibitor]	-78%	-1%	?	-10%
Cc1cc(=O)[nH]c(N/N=C/c2ccccc2C(F)(F)F)n1	4%	-0.5%	-3%	7%	0	-16%	-8%	1%	12%	3%
COc1cc(C)c(C(=O)Oc2cc(C)c(C(=O)O)c(O)c2C)c(OC)c1C	-2%	0.4%	-5%	-3%	-5	6%	-11%	-4%	?	-3%
CC(C)c1ccc(N=C2N=C(N)c3ccccc32)cc1	5%	-0.5%	-2%	6%	.	-35%	-85%	-8%	?	?
COC(=O)CSc1nc2ccc(N)cc2s1	-6%	-0.3%	-8%	-4%	-5	12%	-2%	-2%	-6%	12%
N#Cc1c(N2CCOCC2)nsc1-c1ccccc1	3%	-0.7%	10%	3%	16	-6%	87%	-2%	?	20%
CC(C)(C)NC(=O)COc1ccc(CNCc2cccnc2)cc1	1%	-1.0%	9%	-12%	-3	-43%	-30%	0%	12%	0%
COc1ccc(CC(=O)Nc2cccc(S(=O)(=O)N3CCOCC3)c2)cc1OC	18%	0.1%	6%	.	?	-32%	-19%	0%	-1%	-2%
CC(=O)c1ccc(OCC(=O)Nc2cccc(S(=O)(=O)N3CCCC3)c2)cc1	-1%	0.2%	14%	.	10	-24%	-29%	0%	-1%	5%
O=C(CSc1ncc(S(=O)(=O)c2ccccc2)c(=O)[nH]1)Nc1ccccc1Cl	0%	0.1%	0%	-1%	-13	14%	-2%	-7%	-1%	2%
Cc1c(C(N)=O)sc(N)c1C(=O)OC(C)C	-3%	-0.4%	5%	5%	-2	-3%	16%	-10%	13%	22%
COc1ccc(-c2nnc(SCC(=O)Nc3c(Cl)cc(Cl)cc3C(=O)O)o2)cc1	7%	-0.2%	-68%	.	.	3%	-17%	-9%	15%	4%
Cc1nc(N)sc1-c1csc(Nc2ccccn2)n1	5%	-0.3%	9%	0%	2	-31%	-4%	-4%	?	?
CC(NC(=O)c1ccco1)C(=O)N1CCN(c2cccc(Cl)c2)CC1 (stereo not given)	0%	4.7%	9%	.	5	10%	-10%	-5%	-3%	-22%
Cc1ccc(N2C(=O)C3ON(c4ccccc4)C(c4ccncc4)C3C2=O)c(C)c1 (stereo not given)	-2%	0.3%	-1%	-7%	-2	-17%[7.66 µM]	5%	-8%	0%	0%
COc1cc(Br)cc(/C=N/NC(=O)Cc2ccc(C(F)(F)F)cc2[N+](=O)[O-])c1O	-3%	-0.1%	3%[46.1 µM]	4%	-5	33%	-89%	-1%	-8%	?
Nc1nc(N)c2c(ccc3nccc32)[nH]1	-7%	0.4%	8%	?	1	8%	-18%	-2%	-21%	5%
Cc1c(NC(=O)C(C)Oc2ncnc3ccccc23)c(=O)n(-c2ccccc2)n1C (stereo not given)	2%	-0.7%	-5%	-4%	-1	-12%	5%	3%	8%	5%
O=[N+]([O-])c1ccccc1CN1CCN(c2ncccn2)CC1	-6%	-0.1%	-4%	26%	1	-18%	10%	0%	-5%	17%

Compounds listed so far with a Cl atom, in the order listed:
SMILES	A-T KAP1 phos	B2AR arrestin	TCR act	CXXC DNA block	TRPV1 agonist	a7 integrin act	BRCA1 expr act	TSG101-PTAP inh	ELG1 repair inh	p53 reactivation
O=C(CSc1ncc(S(=O)(=O)c2ccccc2)c(=O)[nH]1)Nc1ccccc1Cl	0%	0.1%	0%	-1%	-13	14%	-2%	-7%	-1%	2%
COc1ccc(-c2nnc(SCC(=O)Nc3c(Cl)cc(Cl)cc3C(=O)O)o2)cc1	7%	-0.2%	-68%	.	.	3%	-17%	-9%	15%	4%
CC(NC(=O)c1ccco1)C(=O)N1CCN(c2cccc(Cl)c2)CC1 (stereo not given)	0%	4.7%	9%	.	5	10%	-10%	-5%	-3%	-22%

(continued)
SMILES	A-T KAP1 phos	B2AR arrestin	TCR act	CXXC DNA block	TRPV1 agonist	a7 integrin act	BRCA1 expr act	TSG101-PTAP inh	ELG1 repair inh	p53 reactivation
CCOC(=O)CNc1ccc(OC(F)(F)F)cc1	3%	0.0%	9%	5%	14	6%	-10%	-2%	-8%	1%
CCOCCCNCc1ccc(Cl)cc1	1%	8.4%	8%[46.1 µM]	8%	2	5%	21%	0%	11%	-5%
Cc1nc2cc(NC(=O)CCS(=O)(=O)c3ccccc3)ccc2s1	0%	0.1%	-15%[46.1 µM]	11%	6	-10%	?	-1%	?	32µM*
COc1ccc(CCNC(=O)COc2ncnc3ccccc23)cc1	11%	-0.2%	5%	3%	2	5%	4%	-7%	4%	-1%
O=C(CN1c2cccc3cccc(c23)S1(=O)=O)N1CCOCC1	6%	0.2%	9%	4%	-3	5%	-1%	-9%	2%	-6%
Cc1ccccc1OCC(=O)Nc1nnc(S(=O)(=O)N2CCCC2)s1	1%	0.3%	0%	-19%	-4	-17%	-8%	-1%	-10%	7%
COc1cc(OC)c(C2=NOC(C(=O)N3CCCc4ccccc43)C2)cc1Cl (stereo not given)	1%	-0.3%	2%	13%	5	-3%	-33%	-1%	?	-2%
O=C(CSCc1ccccc1)N1CCN(c2ccc(F)cc2)CC1	-1%	0.2%	5%	-2%	0	7%	26%	-6%	28%	?
CCOc1ccc(C(=O)Nc2cc(C)on2)cc1	-12%	0.0%	-1%	5%	13	-7%[7.66 µM]	?	-8%	?	22%
Cc1cc(OCC(=O)O)c2ccccc2n1	0%	0.3%	-8%	6%	-1	-15%	1%	-6%	-7%	-3%
CN(C)S(=O)(=O)N1CCC(n2nccc2NC(=O)CCc2ccccc2)CC1	0%	-0.5%	5%	-2%	-5	2%	16%	0%	5%	8%
CN(Cc1cccc(-n2cccn2)c1)C(=O)CCc1nnc(C2CCCCC2)o1	-5%	-0.3%	-5%	-2%	2	2%	?	-8%	?	11%
O=C(CCCCCNc1nc(=S)[nH]c2ccccc12)NCc1ccccc1Cl	-4%	0.0%	.	-10%	-3	.	.	.	0%	0%
Cc1cc(O)c2c(c1)CC1C3CCC4CC(=O)CCC4(C)C3CC(=O)C21C (stereo not given)	.	.	-7%	.	.	22%	-39%	-3%	.	.
COc1ccc(NC(=O)CSc2nnc(C)c3ccccc23)cc1	6%	0.4%	0%	-4%	-5	-43%	-13%	-3%	21%	?
CC(=O)Nc1ccc(N(C(=O)CNC(=O)c2ccco2)C(C(=O)NC2CCCC2)c2ccco2)cc1 (stereo not given)	3%	0.1%	2%	5%	0	26%	17%	0%	4%	7%
O=C(CCn1cccc1)Nc1ccc(OC(F)(F)F)cc1	5%	-0.1%	5%	1%	5	42%	12%	-9%	-5%	3%
COc1ccc(Cl)cc1Nc1nc(NCCO)nc(N2CCCC2)n1	4%	-2.2%	2%	-6%	9	-15%	3%	-1%	?	-2%
CCOC(=O)N1CCC(NC(=O)CCN2C(=O)COc3ccccc32)CC1	8%	-0.2%	-3%	1%	2	1%	-5%	-5%	12%	2%
COCCCNCC1C(Oc2ccc(Cl)cc2)C(=O)N1c1ccccc1C (stereo not given)	11%	-0.3%	2%[46.1 µM]	-2%	2	-21%	-21%	2%	5%	1%
CC1CCCC(C)N1C(=S)SCC(=O)O (stereo not given)	-2%	0.0%	4%	3%	-3	21%	17%	-3%	0%	-3%

4 of these compounds, set out differently.
smiles | A-T KAP1 phos | B2AR arrestin | TCR act | CXXC DNA block | TRPV1 agonist | a7 integrin act | BRCA1 expr act | TSG101-PTAP inh | ELG1 repair inh | p53 reactivation
Cc1cc(O)c2c(c1)CC1C3CCC4CC(=O)CCC4(C)C3CC(=O)C21C (stereo not given) | . | . | -7% | . | . | 22% | -39% | -3% | . | .
CC1CCCC(C)N1C(=S)SCC(=O)O (stereo not given) | -2% | 0.0% | 4% | 3% | -3 | 21% | 17% | -3% | 0% | -3%
CN(C)S(=O)(=O)N1CCC(n2nccc2NC(=O)CCc2ccccc2)CC1 | 0% | -0.5% | 5% | -2% | -5 | 2% | 16% | 0% | 5% | 8%
COc1ccc(NC(=O)CSc2nnc(C)c3ccccc23)cc1 | 6% | 0.4% | 0% | -4% | -5 | -43% | -13% | -3% | 21% | ?
